OX1R antag-1: antagonists of human orexin 1 receptor (OX1R). AID 485270, 2010. 330,000 tested, 1.8% active. Orexin/Hypocretin receptor type 1 (Homo sapiens), O43613. OX1R-expressing cells, FRET antagonist read-out. inhibition, % at 6.6 µM; in the data active = inhibition mostly above about 38%, no sharp cut-off; inactive = mostly below about 40%;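 note: 0% = agonist challenge alone and 100% = reference antagonist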
Target sequence (O43613 whole entry, looked up): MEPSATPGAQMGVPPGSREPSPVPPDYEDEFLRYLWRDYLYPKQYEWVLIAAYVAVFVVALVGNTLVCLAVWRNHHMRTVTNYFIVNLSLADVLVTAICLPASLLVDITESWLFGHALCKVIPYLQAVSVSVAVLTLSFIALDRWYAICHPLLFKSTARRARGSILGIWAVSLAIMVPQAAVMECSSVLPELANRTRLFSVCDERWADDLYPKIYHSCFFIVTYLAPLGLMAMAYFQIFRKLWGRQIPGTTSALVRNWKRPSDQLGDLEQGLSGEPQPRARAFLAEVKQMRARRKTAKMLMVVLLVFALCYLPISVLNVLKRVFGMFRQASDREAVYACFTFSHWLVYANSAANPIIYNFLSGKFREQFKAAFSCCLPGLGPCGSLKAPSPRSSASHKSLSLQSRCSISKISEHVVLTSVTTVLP
OX1R antag-2: OX1R (HCRTR1) antagonists, primary screen, fluorescence, CHO/OX1R cells, Fluo-8 calcium, orexin A; 330,000 tested, 0.43% active; AID 434989, 2010; inhibition, % at 5 µM; Fluo-8 calcium fluorescence; Orexin/Hypocretin receptor type 1 (Homo sapiens), O43613;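 active = inhibition above its plate's threshold, mean inhibition of all tested compounds on the plate plus 3 SD, cut at about 37% in these data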;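 note: 0% = orexin A challenge wells and 100% = SB-334867-A antagonist wells; not every result past the cut was called active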
Active calls of the source: *.

molecule | OX1R antag-1 | OX1R antag-2
COCc1cc(C)nc(SCC(=O)NC2CCCCC2C)c1C#N (configuration not stated) | 7 | 7
Cc1ccc(S(=O)(=O)N2CCN(C(=O)c3cc(=O)[nH]c4ccccc34)CC2)c(C)c1 | 19 | -43
C#Cc1cccc(NC(=O)c2ccc3c(c2)C(=O)N(Cc2cccnc2)C3=O)c1 | 15 | -10
O=C1CC(C(=O)Nc2ccccc2)N=C(N2CCOCC2)N1 (configuration not stated) | 13 | -12
Cc1nnc(NN2CCOCC2)[nH]c1=O | 9 | -16
COc1cc(OC)cc(-c2c(-c3cccs3)c3cc(-c4ccn[nH]4)ccc3n2C)c1 | 16 | -58
Cc1nn(C)cc1/C=C/C(=O)c1ccccc1 | 4 | -12
O=C(NCc1ccco1)c1nnc(Cc2ccc(Cl)cc2)o1 | 6 | -21
CCOc1ccc(-c2nc(CSCC(=O)NCCCN3CCCC3=O)c(C)o2)cc1 | -8 | -24
O=C(N/N=C/c1cn(-c2ccccc2)nc1-c1ccc(F)cc1)c1ccc(Br)o1 | 22 | -18
COc1ccc(Nc2nc(N)nc(CSC(=S)N3CCN(C)CC3)n2)cc1 | 11 | -18
CCCCOc1cccc(C(=O)NC(=S)Nc2ccc(Cl)c(C(=O)O)c2)c1 | 7 | -12
O=C(Nc1ccccc1N1CCN(C(=O)c2ccccc2)CC1)c1ccco1 | 26 | 19
Cc1cc(C(=O)Nc2ccccc2C)n(-c2ccccc2)n1 | 0 | -19
Cc1ccc(S(=O)(=O)NC(=O)c2ccccc2)cc1C(C)C | 18 | -25
N#CC(C(=O)OC1CCCCC1)c1nc2ccccc2nc1N1CCOCC1 (configuration not stated) | 22 | -15
Cc1cc(C)nc(NC(N)=NCCc2c[nH]c3ccccc23)n1 | 17 | -13
COc1ccccc1C(=O)OCc1c(-c2ccccc2)ncc2ccccc12 | 11 | 18
CCCCn1c(SCC(=O)Nc2cc(C)on2)nnc1-c1cccs1 | 20 | -26
COc1ccc(NC(=O)Nc2cc(NC(=O)Nc3ccc(OC)cc3)c(C)nc2C)cc1 | 8 | 16

More compounds:
molecule | OX1R antag-1 | OX1R antag-2
Cc1cc(C(=O)Cn2nnc3ccccc3c2=O)c(C)n1-c1ccccc1F | 28 | -19
O=C(Nc1ccccc1)c1ccncc1 | 3 | 0
COc1ccc(CN=C(NS(=O)(=O)c2cccs2)SC)cc1 | 26 | -11
CCc1ccc(NC(=O)C(=O)NCCN2CCN(S(=O)(=O)c3ccccc3)CC2)cc1 | 17 | -18
CC(=O)C1=C(C)N(CC2CC2)C(=O)N[C@H]1c1cccs1 | 1 | 2
Cc1nn(CCc2n[nH]c(=S)n2C2CCCCC2)c(C)c1Br | 11 | -22
CCOC(=O)C1=C(c2ccccc2)N=c2s/c(=C\c3ccc(O)cc3)c(=O)n2C1c1cccs1 (configuration not stated) | 8 | 7
CC(=O)c1c(N)n(C)c(=O)n(C)c1=O | 9 | -4
Cc1ccc(N2C(=O)/C(=C\c3ccco3)SC2=S)cc1 | 25 | -12
COCCn1c(SCC(=O)N2CCCc3ccccc32)nnc1-c1ccoc1C | 22 | -21
NC(N)=N/N=C/c1ccccc1OC(F)F | 5 | -11
Cc1cc(C)c(/C=N/NC(N)=O)c(C)c1/C=N/NC(N)=O | 8 | 0
O=c1[nH]c(Nc2ccccc2Cl)cc2ccccc12 | 31 | -18
Cc1sc2ncnc(N(C)Cc3cccs3)c2c1C | 33 | -19
CCCOC(=O)C1=C(C)NC2=C(C(=O)C(C(=O)OC)C(C)C2)C1c1ccc(N(CC)CC)cc1 (configuration not stated) | 29 | -29
CC(=O)Nc1ccc(-c2nc(C)c(C(C)=O)n2O)cc1 | 9 | 6
COc1ccc(N=C2C(=Nc3ccc(OC)cc3)N(c3ccc(OC)cc3)C(=S)N2C(=O)c2ccc(OC)cc2)cc1 | 9 | -27
O=C(Nc1ccccc1N1CCCCC1)c1ccccc1F | 14 | -40
O=[N+]([O-])c1cc(-c2ncccn2)cs1 | 51* | 4
Cc1cc(C)cc(OCc2nnc(SCC(=O)N3CCN(c4ccccc4)CC3)o2)c1 | 13 | -3

Additional records
molecule | OX1R antag-1 | OX1R antag-2
COc1cc2c3c([nH]c2cc1F)C(=O)NCC3 | 18 | -4
O=c1[nH]c(=O)c2cn[nH]c2[nH]1 | 8 | -9
CCC(=O)Nc1ccc(-c2nnc(SCC(=O)Nc3nccs3)n2C)cc1 | 7 | -18
O=S(=O)(c1ccc2nc(Cc3cccc(C(F)(F)F)c3)[nH]c2c1)N1CCOCC1 | 26 | -15
Cc1ccc([N+](=O)[O-])cc1NC(=O)CN(C(=O)c1ccccc1Cl)C1CCCCC1 | 18 | -28
O=[N+]([O-])c1ccc2c(c1)C=C1CCCCC1(N1CCCC1)O2 (configuration not stated) | 26 | -3
CC1CCN(C(=O)COC(=O)Cc2ccc(Br)cc2)CC1 | -11 | -17
O=C(Nc1nnc(S(=O)(=O)N2CCCCCC2)s1)c1ccc(Br)cc1 | 9 | -24
Cc1onc(-c2c(Cl)cccc2Cl)c1C(=O)c1ccc(F)cc1 | 12 | -25
CN(C)c1ccc(/C=C2\C(=N)N3N=C(CC(=O)N4CCCC4)SC3=NC2=O)cc1Br | 5 | 11
O=c1cc(NCCc2ccccc2)c2ccccc2o1 | 30 | 3
CNS(=O)(=O)c1cccc(C(=O)OCC(=O)c2cc3ccccc3o2)c1 | 12 | 0
N#CC1(NC(=O)CSc2nnc(COc3ccccc3F)n2N)CCCCC1 | 10 | -1
CC(C)CN(CC(C)C)S(=O)(=O)N1CCC(C(=O)NCc2cccs2)CC1 | 7 | -18
COc1ccc(C(=O)CN2C(=O)c3ccccc3C2=O)cc1 | 8 | -11
CC(OC(=O)c1ccc(S(=O)(=O)NCc2ccco2)cc1)C(=O)Nc1ccc(Cl)cn1 (configuration not stated) | 17 | -10
COCCCn1c(=O)c2ccccc2n(CC(=O)NC2CCCC2)c1=O | 6 | -17
OCCN1CCN(CCSc2ccccc2)CC1 | 5 | -11
CC(=O)Nc1cccc(NC(=O)Cc2nc(-c3ccccc3)sc2-c2ccc(C)cc2)c1 | 68* | 13
CCN(CC)CC(O)c1cccn1-c1ccc(CNC(=O)NC(C)C)cc1 (configuration not stated) | 7 | 10

Further structures
molecule | OX1R antag-1 | OX1R antag-2
Cc1cc(Cl)ccc1Oc1ncc(-c2ccc(Cl)cc2)cn1 | 16 | -25
COc1cccc(-n2nnnc2SCC(=O)Nc2ccc(NC(C)=O)cc2)c1 | 4 | -19
Cc1cc(OCC(=O)Nc2ccncc2)c(C)cc1Br | 28 | 14
CC(C)n1c(=S)[nH]c2scc(-c3cccs3)c2c1=O | 12 | -7
Cc1onc(-c2ccc(Cl)cc2)c1-c1ccnn1S(=O)(=O)c1ccc(Cl)cc1 | 19 | -27
CN(C)/C=C1\C(=O)ON=C1c1ccccc1 | 0 | -8
COC(=O)c1ccccc1NC1OC(=O)c2ccccc21 (configuration not stated) | 19 | -13
COC(=O)[C@@H]1CC[C@@](C)(c2ccc(OC)cc2)C1(C)C | 8 | -11
COc1ccc(N2C(=O)N3[C@H](c4ccc(Cl)cc4)[C@@H]4C(=O)N(C5CCCCC5)C(=O)[C@@H]4[C@]3(Cc3ccc(Cl)cc3)C2=O)cc1 | 16 | -57
COc1ccc(Nc2nc(N)nc(CN3CCN(c4ccc(F)cc4)CC3)n2)cc1 | 17 | -35
N#Cc1nc(COc2ccc(Cl)cc2)oc1NCc1ccc2c(c1)OCO2 | 30 | -2
Cc1cc(NC(=O)c2ccc(F)cc2F)n(-c2nc3ccccc3[nH]2)n1 | 5 | -9
CN(CCC#N)Cc1cc(=O)oc2ccc3ccccc3c12 | 9 | -13
CCN(Cc1ccccc1)S(=O)(=O)c1c(N)n(C)c(=O)n(C)c1=O | 8 | -1
Cc1ccccc1S(=O)(=O)N1[C@@H](c2ccc(Br)cc2)C(C(=O)O)=CC[C@H]1c1ccc(Cl)cc1 | 34 | 7
O=C(CCCN=C1NS(=O)(=O)c2ccccc21)Nc1ccc(Cl)cc1 | 9 | -21
Cc1ccc(NS(=O)(=O)c2cccc(C(=O)NNC(=O)NC3CCCCC3)c2)c(C)c1 | 1 | -14
Fc1ccc(-c2csc(-c3ccc(C4SCCS4)cc3)n2)cc1F | -2 | -3
Oc1ccc(-c2nc3ccccn3c2NCc2ccco2)cc1 | 19 | 2
Cc1ccc(S(=O)(=O)N2CC(=NN=C(N)N)C2)cc1 | 8 | 4

Other compounds follow:
molecule | OX1R antag-1 | OX1R antag-2
Cc1nc2c(C(=O)NCc3ccc4c(c3)OCO4)c[nH]n2c(=O)c1Cc1ccccc1F | 25 | 1
Cc1ccc(CC2CC(=O)N(c3ncccn3)C2=O)cc1 (configuration not stated) | 1 | -9
O=C(c1ccco1)N(Cc1ccco1)Cc1cc2ccccc2[nH]c1=O | 6 | -16
C(=N\N1CCN(Cc2ccccc2)CC1)/c1ccccc1 | 16 | -21
C#CCOCCOCCOCCNc1nc(N2CCN(C(=O)[C@H](CC(N)=O)n3cc([C@@H](N)CC(N)=O)nn3)CC2)nc(N2CCN(C(=O)[C@H](CC(N)=O)n3cc([C@@H](N)CC(N)=O)nn3)CC2)n1 | 10 | -2
O=C1c2ccccc2C(=O)N1CC1c2ccccc2CCN1C(=O)C1CCCCC1 (configuration not stated) | 7 | -19
Cn1nc(-c2ccc(C(=O)O)cc2)c2ccccc2c1=O | 10 | -20
Cc1ccc(C)c(S(=O)(=O)N2CC(=O)Nc3ccccc32)c1 | 33 | -8
CC1CCc2nn(CC(=O)NCCN3CCCCC3C)cc2C1 (configuration not stated) | 15 | -19
COc1cc(-c2noc(C)c2C#CC2(N)CCCCC2)cc(OC)c1OC | 23 | -22
CSc1ccc(CCNC(=O)CSc2ccsc2[N+](=O)[O-])cc1 | 49 | -26
O=C(CCN1CCc2ccccc2C1)Nc1ccccc1F | 19 | -26
Cc1cnc(C(=O)OC(C)C(=O)Nc2cccc3ccccc23)cn1 (configuration not stated) | 8 | -8
Cc1ccc2nc(SCC(=O)NC3CCCC3)[nH]c2c1 | 20 | -14
CC1=CC(=O)C(C(C)C)=C/C1=N/OS(=O)(=O)c1ccccc1 | 64* | 75*
COC(=O)c1ccc(-c2noc(CN(C)Cc3ccncc3C)n2)cc1 | 37 | -3
O=C(CSc1nnc(-c2c[nH]c3ccccc23)n1CC1CCCO1)Nc1ccc2c(c1)OCCO2 (configuration not stated) | 26 | -19
CCCn1c(C)cc(/C=C(\C#N)C(=O)OCC(=O)Nc2cccc(S(N)(=O)=O)c2)c1C | 11 | -30
CC(Sc1nccn1C)C(=O)Nc1ccc(C(N)=O)cc1 (configuration not stated) | 20 | -5
NS(=O)(=O)c1cccc(NC(=S)NCc2ccccc2)c1 | 26 | -15

Next section
molecule | OX1R antag-1 | OX1R antag-2
CNC(=O)CCSc1ccc(C)cc1 | 6 | -9
O=C1CCCN1CCCNC(=S)Nc1ccc(Br)cc1Cl | 28 | -13
CCOc1ccc2nc(N(CCCN(C)C)C(=O)c3ccc(C(=O)c4ccccc4)cc3)sc2c1 | 16 | -15
O=C(NCc1nc2ccccc2[nH]1)C1=C[C@H](c2coc3ccccc3c2=O)C[C@H](OCc2ccc(CO)cc2)O1 | 11 | -30
Clc1ccc(-c2noc(CSc3nnc(-c4ccncc4)n3-c3ccccc3)n2)cc1 | 13 | 7
CCCCC(Sc1nc(N)c(NC(=O)c2ccc(OC)cc2)c(=O)[nH]1)C(=O)O (configuration not stated) | 3 | -2
O=C(Nc1ccc(NC(=O)c2ccco2)cc1)c1ccco1 | 21 | -2
CCOc1ccc(/C(CCC(=O)O)=N/NC(=O)c2cccc(S(=O)(=O)Nc3ccccc3OC)c2)cc1 | 21 | 5
Cc1nn(CC(=O)N(C)C)c(C)c1S(=O)(=O)N1CCOCC1 | 3 | -7
CC(=O)N1c2ccc(S(=O)(=O)NCCc3ccc(S(N)(=O)=O)cc3)cc2CC1C (configuration not stated) | 8 | -3
O=C(N/N=C/C=C/c1ccccc1[N+](=O)[O-])c1cc(-c2ccccc2)n[nH]1 | 31 | -4
CCOc1ccccc1N(CC(=O)NC1CCCC1)C(=O)CCCC(=O)Nc1ccccn1 | 9 | -23
Cc1nc2c(ncn2-c2ccccc2)c(=O)n1NC(=O)CN1CCN(C)CC1 | 11 | -18
CN1C(=S)SC(C)(C)C1/[N+]([O-])=C/c1cccnc1 (configuration not stated) | 10 | -11
COC(=O)C(C(=O)Nc1nc2ccccc2s1)C1CCCC1 (configuration not stated) | 8 | -19
CN1CCCCCC1C(=O)N1CCC(N2CCC(C(=O)N3CCOCC3)CC2)CC1 (configuration not stated) | 11 | -40
Cc1nnc(SCC(=O)NC(=O)NCCC(C)C)s1 | 26 | 5
CC(C)c1ccc(C2C(C(=O)c3ccco3)=C(O)C(=O)N2CC2CCCO2)cc1 (configuration not stated) | 19 | -21
CCCCn1c(N)c(N(CC(C)C)C(=O)c2ccc(Br)o2)c(=O)[nH]c1=O | 15 | -21
Cc1cccc(N2N=C(C(=O)O)CCC2=O)c1 | -3 | -14
CCN(CC)CCNC(=O)COc1ccc(Cl)cc1Cl | 29 | 5
CCc1cccc2c1Sc1ccccc1CC2N1CCNCC1 (configuration not stated) | 23 | -9
CN(C)CCCN1C(=O)c2cccc3c([N+](=O)[O-])ccc(c23)C1=O | 68* | 21

Complete entries, looked up by structure. Order of screens: OX1R antag-1	OX1R antag-2
`O=C(Nc1ccc(NC(=O)c2ccco2)cc1)c1ccco1` reads 21	-2
`Cc1cccc(N2N=C(C(=O)O)CCC2=O)c1` reads -3	-14
`Cc1nnc(SCC(=O)NC(=O)NCCC(C)C)s1` reads 26	5
`CCOc1ccc(/C(CCC(=O)O)=N/NC(=O)c2cccc(S(=O)(=O)Nc3ccccc3OC)c2)cc1` reads 21	5
`CN1CCCCCC1C(=O)N1CCC(N2CCC(C(=O)N3CCOCC3)CC2)CC1` (configuration not stated) reads 11	-40

Source: PubChem BioAssay (The Scripps Research Institute Molecular Screening Center)
